# TR-FRET SRC-2 ct: TR-FRET artefact, counter-screen to PPARgamma/SRC-2 agonist assay. hits give high values. AID 1049. TR-FRET ratio at 8 µM. 0.4% of 200,000 active; in the data active = TR-FRET ratio above about 2000; note: inactives centre near 1500; reference of the scale not given here
# PPARg SRC1 recr: PPARgamma-driven SRC-1 recruitment agonism | activation, % at 8 µM | 0.41% of 200,000 active | PPARgamma-SRC-1 coactivator recruitment biochemical assay; in the data active = activation above about 19%;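 note: 0% = DMSO and 100% = reference agonist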
# ROMK mod: modulators of human ROMK potassium channel | P48048 | Tet-inducible ROMK, thallium flux fluorescence; actives lie on both sides | B-score at 10 µM | 2% of 130,000 active;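 active = signal ratio slope over the read window, or its plate-corrected B-score, at least 3 SD from the plate mean, either direction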;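 note: B-score of the F/F0 ratio slope over 7 to 12 s after thallium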
# Target sequence (P48048 whole entry, looked up): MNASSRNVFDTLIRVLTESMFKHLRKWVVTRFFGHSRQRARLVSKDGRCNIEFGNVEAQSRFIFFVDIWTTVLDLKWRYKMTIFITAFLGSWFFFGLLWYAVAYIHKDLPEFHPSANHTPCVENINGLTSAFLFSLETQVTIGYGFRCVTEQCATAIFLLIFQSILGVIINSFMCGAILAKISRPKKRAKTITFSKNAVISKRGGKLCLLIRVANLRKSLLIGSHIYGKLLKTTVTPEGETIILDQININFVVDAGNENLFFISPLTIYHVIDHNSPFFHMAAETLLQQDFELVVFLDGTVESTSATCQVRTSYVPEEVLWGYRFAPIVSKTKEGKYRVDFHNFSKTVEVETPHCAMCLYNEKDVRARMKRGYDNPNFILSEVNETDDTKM
# PPARg SRC-3 ag: PPARgamma-driven SRC-3 recruitment agonism. 0.26% of 200,000 active. P37231. AID 731. activation, % at 8 µM. biochemical PPARgamma/SRC-3 coactivator recruitment assay; in the data active = activation above about 23%;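 note: 0% = DMSO and 100% = reference agonist; some compounds past the cut are filed as inactive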
# Lmaj promast: Leishmania major promastigote growth inhibition | 9% of 200,000 active | AID 1063 | Leishmania major promastigotes, resazurin fluorescence viability | inhibition, % at 10 µM; in the data active = inhibition above about 50%;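 note: promastigotes grown with compound for 44 hours at 28 °C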
# TLR4-MyD88 BLA: inhibitors of human TLR4-MyD88 binding. HeLa CL3-4 TLR4/MyD88 BLA complementation, FRET ratio. inhibition, % at 8.4 µM. 0.18% of 200,000 active. AID 861; in the data active = inhibition above about 25%;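 note: 0% = vehicle and 100% = reference inhibitor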
# PPARg SRC-2 ag: PPARgamma-driven SRC-2 recruitment agonism; P37231; 0.34% of 200,000 active; activation, % at 8 µM; PPARgamma LBD-SRC-2 recruitment, biochemical; in the data active = activation above about 22%;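 note: 0% = vehicle and 100% = reference agonist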
# bIAP inh: intestinal alkaline phosphatase (bovine) inhibition; purified bovine IAP, CDP-star luminescence, 30 min; 190,000 tested, under 10 active; inhibition, % at 20 µM;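 active = over 50% inhibition of intestinal alkaline phosphatase at 20 µM in the single-dose screen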
#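 System: Purified bovine intestinal alkaline phosphatase (IAP) enzyme | Input: IAP diluted 1/65,000,000 in the well | Also added: CDP-star chemiluminescent phosphatase substrate, 30 µM final | Dosing: 20 µM single dose | Times: Enzyme reaction for 30 min at room temperature | Detection: Luminescence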
# bIAP activator: intestinal alkaline phosphatase (bovine) activation; purified bovine IAP, CDP-star luminescence, 30 min; hits give high values; fold of DMSO-control signal, blank-subtracted; activation factor at 20 µM; 0.17% of 200,000 active;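 active = activation factor of 2 or more at 20 µM, a signal rise over negative controls twice the positive control's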
# Redox H2O2 prof: compounds producing H2O2 with reducing agent – biochemical, NIH compound library profiling, artefact control for MLSCN library redox annotation, primary screen. activation, % at 10 µM. DTT-dependent redox cycling H2O2, phenol red/HRP absorbance; 100% = 100 µM peroxide control, 0% = buffer. 0.03% of 200,000 active;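 active = activation of at least 50% relative to the plate's high and low controls in the primary single-dose screen; inactive = activation below 50%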;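 note: compound incubated with DTT at 0.8 mM final as the reducing agent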
# S1P3 antag: S1P3 (human) receptor antagonism; Q99500; CHO S1P3 NFAT-BLA reporter, FRET fluorescence, antagonist mode; inhibition, % at 4.98 µM; 0.27% of 170,000 active; AID 485;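 active = inhibition above the plate cutoff, the mean inhibition of test wells on that plate plus 3 SD, cut at about 28% in these data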;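 note: cells challenged with S1P at its EC80 of 0.8 µM; blue over green emission ratio from cleaved BLA substrate after 4 h stimulation; 0% = S1P-stimulated wells and 100% = unstimulated DMSO-only wells; some compounds past the cut are filed as inactive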
# Target sequence (Q99500 whole entry, looked up): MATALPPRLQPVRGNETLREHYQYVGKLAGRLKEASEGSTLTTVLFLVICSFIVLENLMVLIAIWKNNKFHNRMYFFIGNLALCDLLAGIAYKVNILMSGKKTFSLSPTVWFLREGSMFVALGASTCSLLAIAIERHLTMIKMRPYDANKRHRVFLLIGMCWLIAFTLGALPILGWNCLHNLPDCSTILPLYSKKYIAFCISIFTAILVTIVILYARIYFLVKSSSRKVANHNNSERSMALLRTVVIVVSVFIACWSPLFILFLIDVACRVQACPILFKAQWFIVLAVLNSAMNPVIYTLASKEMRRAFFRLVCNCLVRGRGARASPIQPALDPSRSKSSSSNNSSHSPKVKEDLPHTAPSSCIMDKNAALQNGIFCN
# Numbers without * were called inactive; x = no result given.
SMILES,TR-FRET SRC-2 ct,PPARg SRC1 recr,ROMK mod,PPARg SRC-3 ag,Lmaj promast,TLR4-MyD88 BLA,PPARg SRC-2 ag,bIAP inh,bIAP activator,Redox H2O2 prof,S1P3 antag
CC(C)Oc1c(Cl)cc(CNC(C)(C)CO)cc1Cl,1489,0,-1.1,12,22,-2,-1,-1,1,1.2,22
O=C(NC1CCCCCC1)C1CCN(C(=O)Cc2ccccc2)CC1,1579,12,0.98,-1,1,-8,5,6,0.9,3.3,-7
Cc1ccc(S(=O)(=O)Nc2cc(=O)[nH]c(SCc3ccc(Cl)cc3)n2)cc1,1598,-1,0.093,13,0,-13,-4,14,0.9,0.5,-1
c1ccc(C2=Nc3ccccc3OC2)cc1,1625,-2,-0.38,11,69*,12,4,14,0.9,-0.5,x
Cc1ccccc1NC(=O)c1cc2c(C)nc3ccccc3c2o1,1699,5,-0.2,4,30,-2,7,-12,1.1,-0.7,1
Cc1nn(C)c(C)c1S(=O)(=O)N1CCCC(C(=O)NCC2COc3ccccc3O2)C1 (stereo not given),1562,-4,x,3,-1,9,-6,1,1,-1.3,0
Cc1ccc(NS(=O)(=O)c2ccc(OCC(=O)NCc3cccnc3)cc2)cc1,1614,2,0.0054,4,-1,-4,27*,2,1,-0.7,-17
COc1ccc(-c2csc(N(CC3CCCO3)C(=O)c3cccs3)n2)cc1 (stereo not given),1469,2,0.097,-14,82*,-2,6,1,1,2.7,3
COc1cccc(CC2(CO)CCN(S(=O)(=O)N(C)C)CC2)c1,1439,-3,-0.072,1,-3,9,5,-3,1,0.0,3
Cc1ccc(S(=O)(=O)Nc2ccc3nc(C)sc3c2)cc1,1660,6,x,13,2,-15,7,4,1,0.8,x

# Quoted from the results shown (ten entries):
SMILES,TR-FRET SRC-2 ct,PPARg SRC1 recr,ROMK mod,PPARg SRC-3 ag,Lmaj promast,TLR4-MyD88 BLA,PPARg SRC-2 ag,bIAP inh,bIAP activator,Redox H2O2 prof,S1P3 antag
CC(C)Oc1c(Cl)cc(CNC(C)(C)CO)cc1Cl,1489,0,-1.1,12,22,-2,-1,-1,1,1.2,22
O=C(NC1CCCCCC1)C1CCN(C(=O)Cc2ccccc2)CC1,1579,12,0.98,-1,1,-8,5,6,0.9,3.3,-7
Cc1ccc(S(=O)(=O)Nc2cc(=O)[nH]c(SCc3ccc(Cl)cc3)n2)cc1,1598,-1,0.093,13,0,-13,-4,14,0.9,0.5,-1
c1ccc(C2=Nc3ccccc3OC2)cc1,1625,-2,-0.38,11,69*,12,4,14,0.9,-0.5,x
Cc1ccccc1NC(=O)c1cc2c(C)nc3ccccc3c2o1,1699,5,-0.2,4,30,-2,7,-12,1.1,-0.7,1
Cc1nn(C)c(C)c1S(=O)(=O)N1CCCC(C(=O)NCC2COc3ccccc3O2)C1 (stereo not given),1562,-4,x,3,-1,9,-6,1,1,-1.3,0
Cc1ccc(NS(=O)(=O)c2ccc(OCC(=O)NCc3cccnc3)cc2)cc1,1614,2,0.0054,4,-1,-4,27*,2,1,-0.7,-17
COc1ccc(-c2csc(N(CC3CCCO3)C(=O)c3cccs3)n2)cc1 (stereo not given),1469,2,0.097,-14,82*,-2,6,1,1,2.7,3
COc1cccc(CC2(CO)CCN(S(=O)(=O)N(C)C)CC2)c1,1439,-3,-0.072,1,-3,9,5,-3,1,0.0,3
Cc1ccc(S(=O)(=O)Nc2ccc3nc(C)sc3c2)cc1,1660,6,x,13,2,-15,7,4,1,0.8,x

# Carrying on:
SMILES,TR-FRET SRC-2 ct,PPARg SRC1 recr,ROMK mod,PPARg SRC-3 ag,Lmaj promast,TLR4-MyD88 BLA,PPARg SRC-2 ag,bIAP inh,bIAP activator,Redox H2O2 prof,S1P3 antag
Cn1ccc(NC(=O)Nc2cccc([N+](=O)[O-])c2)n1,1572,0,0.4,4,4,6,2,13,0.9,-0.8,-23
CC(C)Oc1ccc(CC(=O)NNC(=S)Nc2ccc(Br)cc2)cc1,1349,-1,0.76,1,-2,-8,-4,-2,1,0.7,5
CCc1cccc(NC(=O)c2ccc(NS(=O)(=O)c3c(C)noc3C)cc2)c1,1585,1,x,9,-4,-8,3,-3,1,0.3,-75
CC(=O)Nc1ccc(OCC(=O)N(CC(C)C)C2CCS(=O)(=O)C2)cc1 (stereo not given),1450,-2,0.51,-9,4,3,-2,-8,1.1,-0.6,-28
C=CCNC(=O)CCCCCNS(=O)(=O)c1ccc(OC)cc1,1539,-2,-0.62,4,0,3,-8,-7,1.1,-0.1,-27
Cc1cc(C)c2c(=O)cc(C(F)(F)F)oc2n1,1537,-4,0.87,-5,-5,1,2,-1,1,-0.3,18
CCC1(C)Cc2c(C#N)c(N)n(N)c(=S)c2CO1 (stereo not given),1635,7,0.37,3,1,-9,8,-2,1,1.7,-14
S=C(NCc1ccncc1)Nc1cccc(Cl)c1,1624,2,x,3,12,-6,1,28,0.7,0.1,2
C/C(=N\Nc1nc(C)c(C)s1)c1ccc([N+](=O)[O-])cc1,1675,2,-0.41,3,-5,14,3,-4,1,-0.2,-9
COCCCn1c2nc3ccccc3nc2c2c(=O)n(Cc3cccs3)cnc21,1512,-13,x,-9,-3,6,0,1,1,0.0,x
COC(=O)C1C(=O)C2=C(CC1C)Nc1ccccc1NC2c1ccc(C)s1 (stereo not given),1638,2,0.66,8,22,-6,6,-8,1.1,0.1,-3
CCC(=O)Nc1cccc(-c2cnc3ccccc3n2)c1,1470,8,0.066,-2,8,-8,2,-2,1,-0.3,x
Cc1ccc(C)c(SCC(=O)OC/C(O)=C(\C#N)c2nc3ccccc3[nH]2)c1,1692,4,-0.69,2,6,-8,11,-16,1.2,0.2,-2
O=C(NCc1ccco1)/C(=C\C=C\c1ccccc1)NC(=O)c1ccccc1Br,1756,14,-0.17,4,16,-14,6,-14,1.1,0.1,-3
O=C(c1ccccc1[N+](=O)[O-])N1CC2C3C=CC(C3)C2C1 (stereo not given),1660,8,0.9,5,-7,6,-1,6,0.9,0.0,-10
CC(C)C[C@H](NC(=O)NC(C)C)C(=O)O,1501,0,0.88,7,-2,-4,-1,10,0.9,-3.2,-36
CC1(C)CC(C)(O)P(=O)(c2ccccc2)O1 (stereo not given),1588,-5,0.48,-1,22,-12,0,0,1,-0.7,-154
Brc1ccc(-c2noc(CCc3ccccc3)n2)cc1,1747,-1,x,8,-3,0,11,x,x,-4.9,x
CC1Cc2ccccc2N1C(=O)c1cnsn1 (stereo not given),1654,-4,1.1,3,0,0,2,9,0.9,-0.1,9
Cc1cc([N+](=O)[O-])nn1CCCC(=O)Nc1cc(Oc2ccccc2)cc([N+](=O)[O-])c1,1559,-2,0.095,1,-3,9,-1,36,0.6,0.5,0
CCOC(=O)c1ccc(CSc2nnc(C)n2N)o1,1500,-2,2.5,0,-5,-15,-1,0,1,-0.1,x
COc1ccc(-c2cc(=O)c3cc(O)ccc3o2)cc1,1799,13,x,4,-7,-1,10,-6,1.1,-0.2,-7
CCS(=O)(=O)N1CCN(C(=O)c2ccccc2)CC1,1476,-1,x,4,-4,1,5,2,1,4.2,x
C=CCn1c(C)cc(-c2csc(N)n2)c1C,1544,7,-0.041,8,11,-12,14,10,0.9,1.7,x
Cc1nc2c(cnn2-c2ccccc2Cl)c(=O)n1-c1ccc(C(C)C)cc1,1543,0,0.22,-15,4,-7,7,1,1,0.0,x
O=C(Nc1cccc(-c2cnc3ccccc3n2)c1)c1ccccc1,1458,-7,-0.55,-8,-5,2,1,-1,1,-2.3,x
O=c1c2ccccc2ncn1CCOCCOc1cccc(Br)c1,1708,1,-0.94,3,33,-8,8,-5,1.1,-0.4,-19
c1cc2c3c(cccc3c1)C(N1CCCCC1)=N2,1678,0,-2,-11,41,4,-3,16,0.8,-0.2,-6
Cc1cccc(C(CC(=O)O)n2cccc2)c1 (stereo not given),1547,-2,0.06,1,2,-5,10,4,1,0.0,x
COc1ccc(S(=O)(=O)N(C)CC(=O)Nc2ccccc2C(F)(F)F)cc1Cl,1449,-2,-0.045,-5,4,4,3,18,0.8,0.2,x
CCOc1ccc(Nc2cc(C)nc3nc(C)nn23)cc1,1327,-2,0.79,3,1,-4,-3,-10,1.1,0.4,-32
O=C(/C=C/c1ccccc1)NCC(=O)N/N=C\c1cccnc1,1573,-7,0.32,3,-2,-5,2,4,1,-0.1,-10
COc1ccc(NC(=O)c2sccc2OS(=O)(=O)N(C)C)cc1,1794,5,-0.7,5,-3,-13,-7,6,0.9,-1.1,3
Fc1ccccc1-c1nc2ccccc2[nH]1,1429,-3,0.4,3,5,10,1,0,1,-0.2,3
COc1ccc(CCNC(=O)C2CCN(S(=O)(=O)c3cc(OC)ccc3OC)CC2)cc1,1478,-2,-0.24,5,26,-1,6,-3,1,3.5,5
Cc1cc2nc(-c3cccnc3SCC(=O)NCc3ccco3)[nH]c2cc1C,1552,-6,-0.13,6,13,-2,3,x,x,1.4,27
O=C1c2ccccc2NC(c2ccc(-c3ccc(Br)cc3)o2)N1O (stereo not given),1736,5,x,9,99*,0,10,6,0.9,-4.1,x
O=c1oc(-c2cccs2)nc2ccc(Br)cc12,1701,11,x,7,-7,-2,4,12,0.9,3.3,x
CC1C/C(=C/c2ccccn2)C(=O)/C(=C/c2ccccn2)C1 (stereo not given),1527,6,-4.7*,-3,100*,8,-4,-14,1.1,-0.2,2
CN(C)/C=N/c1cc(=O)n(Cc2ccccc2)c(=O)n1C,1479,0,0.088,-1,-11,-12,11,17,0.8,0.7,-4
Cc1ccc(NC(=O)c2c(C(=O)Nc3ccccc3)sc3nc(C)cc(=O)n23)cc1,1849,12,-0.24,5,13,-3,9,-11,1.1,-0.8,-12
CN(C)CCCOc1cccc(Cl)c1,1685,-3,0.0049,3,-1,-6,-3,-9,1.1,-0.2,-5
O=C(CN1CCC(n2nnc3cc(C(F)(F)F)ccc32)CC1)NCc1cccs1,1689,-3,-1.4,-2,79*,-9,0,19,0.8,-1.0,-14
O=C(N/N=C/c1cccc(OCc2ccccc2)c1)c1ccc(Br)cc1,1500,6,0.18,1,-5,12,3,10,0.9,-0.1,-12
FC(F)(F)c1nnc2c(Sc3ccc(Cl)cc3)nc3ccccc3n12,1457,32*,x,3,-1,2,9,11,0.9,1.6,x
O=C1NC(=O)/C(=C/c2ccccc2Oc2ccc(Cl)cc2)S1,1595,5,x,5,-4,-13,1,26,0.7,-1.3,x
C=CCN=C1NN=C(c2ccc3c(c2)OCCO3)CS1,1592,1,-0.78,1,-3,-13,12,-13,1.1,-0.4,-10
CCOc1ccc(NS(=O)(=O)c2ccc3[nH]cc(C(=O)NCC4CCCO4)c(=O)c3c2)cc1 (stereo not given),1607,-5,x,-1,-7,-12,-8,42,0.6,-0.5,-4

# Screens deposited in PubChem BioAssay by several laboratories.
